High-throughput results deposited in PubChem by National Center for Advancing Translational Sciences (NCATS).
ATXN2 expr inh: ATXN2 expression inhibition; AID 1745845; 0.72% of 360,000 active; HEK-293 ATXN2-luciferase reporter, luminescence, 24 h; Potency, µM (highest dose often 57 µM), without a hit: at the highest dose activity change, negative = inhibition, hits mostly inhibitors; note: potency is the fitted concentration of half-maximal effect; % is set by controls: 0 for no effect and ±100 for the full control effect; nearly all actives have a fitted effect of over 55% in size
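qHTS (up to 57 uM final) was run with 24 h compound exposure of reporter cells at 37 °C. Each well was multiplexed: SteadyGlo luminescence measured ATXN2-luciferase expression after a fluorogenic Gly-Phe-AFC viability readout (25 uM final).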
MCF10A rereplic: DNA re-replication induction in MCF 10a cells. Potency, µM (titrated, usually from 46.1 µM), inactives show at the top dose activity, positive = re-replication, usual class: activators. MCF 10A DNA re-replication, Hoechst nuclear intensity, 48 h. 2.9% of 350,000 active; note: potency is the fitted concentration of half-maximal effect; % of control where 0% means no effect; nearly all actives have a fitted effect of over 50% in size
WRN helicase inh: blocks human WRN helicase; 0.46% of 360,000 active; Potency, µM (series often up to 114 µM), inactives show top-dose activity change, negative = inhibition, most hits filed as inhibitors; WRN helicase unwinding, fluorescent forked duplex, kinetic; note: potency is the fitted concentration of half-maximal effect; % is set by controls: 0 for no effect and ±100 for the full control effect; nearly all actives have a fitted effect of over 55% in size
Target sequence (Q14191 whole entry, looked up): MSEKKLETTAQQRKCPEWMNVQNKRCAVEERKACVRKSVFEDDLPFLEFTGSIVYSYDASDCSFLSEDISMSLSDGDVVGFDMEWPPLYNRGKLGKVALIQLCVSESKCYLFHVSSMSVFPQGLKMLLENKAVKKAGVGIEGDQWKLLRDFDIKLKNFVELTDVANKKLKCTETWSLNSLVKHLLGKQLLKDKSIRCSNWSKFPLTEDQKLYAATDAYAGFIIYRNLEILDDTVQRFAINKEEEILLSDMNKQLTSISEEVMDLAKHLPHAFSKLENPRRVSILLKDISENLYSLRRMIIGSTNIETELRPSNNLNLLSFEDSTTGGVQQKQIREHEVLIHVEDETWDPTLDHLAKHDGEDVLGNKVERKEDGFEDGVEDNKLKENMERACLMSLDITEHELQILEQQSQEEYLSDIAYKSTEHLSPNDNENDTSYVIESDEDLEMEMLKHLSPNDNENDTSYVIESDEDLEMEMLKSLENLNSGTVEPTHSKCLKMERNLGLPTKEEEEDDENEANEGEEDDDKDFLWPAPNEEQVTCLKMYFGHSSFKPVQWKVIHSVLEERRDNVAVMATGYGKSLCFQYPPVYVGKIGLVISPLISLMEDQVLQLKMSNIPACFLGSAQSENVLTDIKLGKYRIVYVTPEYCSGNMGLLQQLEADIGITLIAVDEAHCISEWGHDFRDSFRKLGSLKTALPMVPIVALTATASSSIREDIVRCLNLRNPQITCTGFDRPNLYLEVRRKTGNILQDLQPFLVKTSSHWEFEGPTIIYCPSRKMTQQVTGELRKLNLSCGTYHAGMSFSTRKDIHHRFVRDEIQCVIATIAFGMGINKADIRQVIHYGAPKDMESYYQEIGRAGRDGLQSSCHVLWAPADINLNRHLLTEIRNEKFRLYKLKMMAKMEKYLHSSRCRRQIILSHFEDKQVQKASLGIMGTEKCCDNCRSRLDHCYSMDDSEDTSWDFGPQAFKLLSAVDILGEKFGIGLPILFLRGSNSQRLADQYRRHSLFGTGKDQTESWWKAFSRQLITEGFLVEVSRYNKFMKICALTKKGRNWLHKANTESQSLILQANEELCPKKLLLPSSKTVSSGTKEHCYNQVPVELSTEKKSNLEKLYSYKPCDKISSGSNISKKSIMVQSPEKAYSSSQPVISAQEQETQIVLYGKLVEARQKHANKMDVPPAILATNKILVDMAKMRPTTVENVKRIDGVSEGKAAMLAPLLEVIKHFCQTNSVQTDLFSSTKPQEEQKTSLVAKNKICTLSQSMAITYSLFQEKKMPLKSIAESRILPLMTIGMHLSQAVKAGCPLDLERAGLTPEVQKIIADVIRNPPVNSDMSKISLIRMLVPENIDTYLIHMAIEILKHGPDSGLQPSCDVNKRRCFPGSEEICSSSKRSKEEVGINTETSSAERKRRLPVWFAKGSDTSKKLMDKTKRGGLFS
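Fluorescence dequenching readout, ex 525 nm/em 598 nm, kinetic mode: forked duplex DNA (100 nM final) with adjacent fluorophore and quencher unwound by WRN (20 nM final) with 2 mM ATP. Compound preincubation 15 min, room temperature.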
SW480 rereplic: induces DNA re-replication in SW480 colon adenocarcinoma cells; SW480 DNA re-replication, Hoechst DNA content imaging, 48 h; AID 624297; Potency, µM (top dose mostly 46.1 µM), inactives show at the top dose re-replication activation, hits mostly activators; 1.8% of 340,000 active; note: potency is the fitted concentration of half-maximal effect; % of control where 0% means no effect; nearly all actives have a fitted effect of over 55% in size
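Image-based DNA-content assay: after two days of treatment, nuclei were labelled with the DNA dye Hoechst and imaged, and hits were compounds raising the count of nuclei showing high fluorescence intensity.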
KB-3-1 cytotox: kills parental KB-3-1 adenocarcinoma cells; AID 1347075; KB-3-1 viability, CellTiter-Glo ATP luminescence, 72 h; 1.4% of 400,000 active; Potency, µM (series often up to 46.1 µM), inactives show top-dose activity change, negative = cytotoxic, actives largely listed as cytotoxic; note: potency is the fitted concentration of half-maximal effect; % is set by controls: 0 for no effect and ±100 for the full control effect; nearly all actives have a fitted effect of over 60% in size
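Parental KB-3-1 adenocarcinoma cells in phenol-red-free DMEM with 10% FBS were pin-treated with compounds at several concentrations, incubated 72 h at 37 °C, and viability read by CellTiter-Glo luminescence; concentration-effect curves were fitted after normalization.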
KB-V1 MDR tox: kills drug-selected multidrug resistant KB-V1 cells; 3.4% of 400,000 active; Potency, µM (titrated, usually from 46.1 µM), without a hit: top-dose activity change, negative = cytotoxicity, hits mostly cytotoxic; AID 1347076; KB-V1 MDR cells viability, CellTiter-Glo, 72 h; note: potency is the fitted concentration of half-maximal effect; % is set by controls: 0 for no effect and ±100 for the full control effect; nearly all actives have a fitted effect of over 60% in size
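Potencies derive from concentration-effect curves fitted to normalized luminescence (CellTiter-Glo) of KB-V1 cells treated for 72 h at 37 degrees C in phenol-red-free DMEM containing 10% FBS.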
HT1080 IDH1KD tx: toxicity to HT-1080 IDH1 knockdown cells (counter line) | AID 686971 | 2% of 360,000 active | HT-1080 IDH1 knockdown viability, ATP luminescence, 48 h | Potency, µM (series often up to 46.1 µM), for the others: at the top dose activity, negative = toxicity, hits mostly cytotoxic;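 note: potency is the fitted concentration of half-maximal effect; 0% = DMSO wells and -100% = cell-free medium wells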
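Knockdown cells (IDH1KD HT-1080) received compounds 2 h after plating at 750 cells/well and were kept 48 h at 37 °C in 5% FBS RPMI. A CellTiter-Glo luminescence read gave % activity for curve fitting.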
HT1080-NT tox: kills 2HG-producing HT-1080-NT fibrosarcoma cells; 1.6% of 360,000 active; Potency, µM (highest dose often 46.1 µM), inactives show at the highest dose activity, negative = less viability, most hits filed as cytotoxic; HT-1080-NT fibrosarcoma viability, CellTiter-Glo ATP luminescence, 48 h;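 note: NT is the 2HG producing partner of a matched IDH1 knockdown line; potency is the fitted concentration of half-maximal effect; 0% = DMSO-treated cells and -100% = media-only wells without cells; nearly all actives have a fitted effect of over 55% in size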
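A 48-hour cytotoxicity screen used HT-1080-NT cells plated 2 hours before compound delivery. ATP-based CellTiter-Glo luminescence measured viability, normalized to DMSO and no-cell controls.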
IL1B secr inh: inflammasome signaling inhibition, IL-1 beta readout; THP-1 LPS/ATP IL-1B secretion, AlphaLISA, 16 h; active compounds read low; activity change, % at 57.5 µM; 4.7% of 360,000 active; AID 743279; in the data active = activity change below about -50%; inconclusive = mostly about -30% to -49%; note: % is set by controls: 0 for no effect and ±100 for the full control effect
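Secreted IL-1B measured by AlphaLISA bead assay after 16 h compound exposure of THP-1 cells; compounds (final up to 57.5 uM) added 1 h before LPS (250 ng/mL) and ATP (1.25 mM) stimulation; lower signal means less secretion.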
Numbers without * were called inactive; i = inactive; ? = inconclusive; . = no result given; & = joins results of further samples; ! = repeats disagree; [ ] = another dose, or the depositor's remark. Unless noted, calls come from the whole dose curve; as a rule, active = well fitted curve in the direction sought with a large enough effect; inconclusive = small, poorly fitted or top-dose-only effect, or another doubt; inactive = no such curve, though single readings can be large; an effect the other way counts as inactive or inconclusive.

SMILES	ATXN2 expr inh	MCF10A rereplic	WRN helicase inh	SW480 rereplic	KB-3-1 cytotox	KB-V1 MDR tox	HT1080 IDH1KD tx	HT1080-NT tox	IL1B secr inh
COc1ccc(S(=O)(=O)N2CCOC23CCN(S(=O)(=O)c2ccc(F)cc2C)CC3)cc1	-3%	13%	-10%	-1%	-13%	?	-17%	-6%	-3
COc1cccc(-c2nnc(NC(=O)c3cccc(F)c3)o2)c1	?	23µM*	-8%	21%	-13%	?	-9%	-4%	33
O=C(COc1ccc2ccc(=O)oc2c1)NC(Cc1ccc(Cl)cc1)C(=O)O (stereo not given)	-5%	-16%	7%	?	-5%	-13%	-4%	-8%	0
COc1ccc(OC)c(NC(=O)c2ccccc2NC(=O)c2ccco2)c1	-14%	1%	-9%	-140%[inhibitor]	8%	-6%	6%	11%	-3
C=CCNc1nc(Nc2cc(Cl)ccc2OC)nc(OC)n1	-13%	-3%	-27%	-3%	0%	?	13%	24%	6
COc1ccccc1C(CNC(=O)CNC(=O)c1ccccc1Cl)N1CCCC1 (stereo not given)	.	-1%	-5%	-9%	3%	4%	4%	-3%	5
CCOC(=O)C1CCN(C(=O)Cc2ccccc2OC)CC1	-5%	-43%[inhibitor]	1%	-66%[inhibitor]	-2%	-2%	14%	2%	12
CCOC(=O)c1ccc(S(=O)(=O)N2CCN(C(=O)CSc3nc4ccccc4o3)CC2)cc1	-7%	6%	-28%	.	-6%	?	-6%	1%	0
CC(C)CCNC(=O)c1cccnc1Sc1ccccc1	2%	3%	-23%	6%	0%	-2%	7%	1%	-8
O=C(Nc1ccc(Cl)cc1Cl)Nn1cnnc1	13%	-8%	-3%	-2%	-5%	?	9%	13%	-6
Cc1ccccc1-n1cc(CNCc2c(C(=O)N(C)C)nc3ccc(Cl)cn23)cn1	.	-5%	5%	-16%	11%	?	7%	0%	13
COc1ccc(S(=O)(=O)c2c(O)c3ccc(C(=O)Nc4ccccc4F)cc3[nH]c2=O)cc1	3%	-3%	-9%	-22%	-8%	-25%	-4%	2%	7
CC1=CC(C)(C)N(C(=O)CSc2nccn2C)c2cc(C)ccc21	-21%	-1%	0%	-9%	-2%	?	-3%	1%	-7
CC1(C(=O)NS(=O)(=O)c2cccs2)CCN1C(=O)Cc1ccc(Cl)cc1Cl (stereo not given)	-10%	.	6%[57.1 µM]	.	-3%	-6%	-6%	6%	-20
Cc1c(C(=O)Nc2ccc(S(=O)(=O)N(C)C3CCN(C)CC3)cc2)oc2c(Cl)cccc12	25µM*	?	4%	?	?	?	?	?	-96*
COc1ccc(OC)c(/C=N/NC(=O)c2ccc(N(C)S(=O)(=O)c3ccccc3)cc2)c1	.	-1%	2%	7%	4%	-2%	-1%	-2%	33
CC(=O)Nc1ccc(/C=C/c2ccc3c([N+](=O)[O-])cccc3n2)cc1	10%	-2%	0%	-7%	4%	-10%	23%	26%	-5
O=c1c2ccccc2nnn1-c1ccccc1[N+](=O)[O-]	.	.	-1%	.	20%	1%	6%	3%	-16
COCCNS(=O)(=O)c1ccc2c(c1)C(=NO)c1cc(S(=O)(=O)NCCOC)ccc1-2	0%	-8%	7%	-3%	-2%	-10%	-5%	-3%	-27
COc1ccc(-c2ccc(CCC(=O)O)n2-c2ccc(O)cc2)cc1	-12%	26%	-3%	-2%	-13%	20%	-1%	-5%	4
CN1CCc2c(sc3nc(SCC(=O)N4CCOCC4)n(-c4ccc(Cl)cc4)c(=O)c23)C1	5%	5%	-3%	8.2µM*	11%	-10%	-2%	-7%	0
COc1cccc(-c2nnc(SCC(=O)OC(C)C)n2N)c1	8%	-8%	0%	-5%	3%	?	-1%	11%	17
Cc1nc(SCC(=O)N2CCc3ccccc3C2)c2c(C)c(C)sc2n1	-6%	?	0%	-12%	-1%	18µM*	?	-25%	0
Cc1c(C(=O)N2CCN(c3ccc(F)cc3)CC2)sc2ncnc(N3CCN(c4ccccn4)CC3)c12	?	?	-19%	-4%	-9%	-28%	.	.	-84*
COc1ccccc1C1OC2=C(Nc3ccc([N+](=O)[O-])cc3N2)C1=O (stereo not given)	.	-5%	-3%	-4%	-12%	-3%	-11%	-1%	-6

Whole records, quoted from the list:
Record of CC1=CC(C)(C)N(C(=O)CSc2nccn2C)c2cc(C)ccc21 : ATXN2 expr inh: -21%; MCF10A rereplic: -1%; WRN helicase inh: 0%; SW480 rereplic: -9%; KB-3-1 cytotox: -2%; KB-V1 MDR tox: ?; HT1080 IDH1KD tx: -3%; HT1080-NT tox: 1%; IL1B secr inh: -7
Record of C=CCNc1nc(Nc2cc(Cl)ccc2OC)nc(OC)n1 : ATXN2 expr inh: -13%; MCF10A rereplic: -3%; WRN helicase inh: -27%; SW480 rereplic: -3%; KB-3-1 cytotox: 0%; KB-V1 MDR tox: ?; HT1080 IDH1KD tx: 13%; HT1080-NT tox: 24%; IL1B secr inh: 6

Other entries
SMILES	ATXN2 expr inh	MCF10A rereplic	WRN helicase inh	SW480 rereplic	KB-3-1 cytotox	KB-V1 MDR tox	HT1080 IDH1KD tx	HT1080-NT tox	IL1B secr inh
CCOc1ccc(NC(=O)CSc2nnc(-c3ccccc3)n2N)cc1	-4%	6%	-21%	-6%	1%	1%	-7%	-25%	-8
CCN(CC)CCSc1nc(O)c(Cc2ccccc2)c(=O)n1-c1ccccc1	-1%[11.3 µM]	-4%	1%	4%	-5%	3%	11%	2%	28
CCc1ccc(N(CC(=O)NC2CCCC2)S(=O)(=O)c2c(C)noc2C)cc1	-5%	13%	4%	-6%	-19%	-26%	1%	0%	4
S=C(NC1CCCCC1)NN1CCOCC1	4%	-8%	3%	-38%[inhibitor]	-10%	4%	5%	-2%	31
CN(C)c1ccc(CNC(=O)CC[C@H]2O[C@@H](n3cnc4c(NC(=O)c5ccccc5)ncnc43)[C@H](O)[C@@H]2O)cc1	-5%	.	-4%	.	0%	-12%	2%	-3%	?
Cc1ccc(Nc2c(-c3ccc(N4CCOCC4)cc3)nc3ncccn23)cc1	-2%	0%	4%	-2%	-2%&-4%	0%&-9%	-1%	-7%	-24
CC1CCCCN1S(=O)(=O)c1ccc2c(c1)CCN2C(=O)C1CCC1 (stereo not given)	2%	14%	0%	0%	-2%	-23%	-26%	-7%	9
CCc1nnc(NC(=O)CSc2nc3c(c(=O)n2-c2ccccc2OC)SCC3)s1	-13%	0%	-14%	3%	?	-26%	-4%	1%	10
O=C(Cc1ccc(F)cc1)NC1CCCC1	1%	-11%	-35%[57.1 µM]	0%	-3%	-11%	6%	7%	-5
COC(=O)CNC(=O)c1cn(-c2ccc(C)c(C)c2)c(=O)c2ccccc12	.	-1%	5%	-13%	1%	11%	0%	14%	-10
Cc1cccc2cc(CN(CCN(C)C)C(=S)NCc3ccco3)c(=O)[nH]c12	-5%	7%	-8%	11%	-3%	-10%	-6%	-5%	-13
CC(=O)C1=C(O)C(=O)N(c2ccc(S(N)(=O)=O)cc2)C1c1ccc([N+](=O)[O-])cc1 (stereo not given)	4%	2%	1%	-2%[9.22 µM]	-3%	1%	19%	18%	-2
O=C(/C=C/c1c(F)cccc1Cl)Nc1ccc(S(=O)(=O)Nc2ncccn2)cc1	-11%	-9%	?	?	6%	1%	4%	0%	i
O=S(=O)(NCc1cccnc1)c1cccc2cccnc12	11%	0%	-4%	-3%	2%	-9%	3%	8%	3
COCCCNC(=S)NNC(=O)c1ccc(C(C)(C)C)cc1	.	1%	5%	-4%	-4%	?	-1%	-11%	14
O=C(CSc1nnc(CNC(=O)c2ccc(F)cc2)o1)c1ccccc1	-16%	0%	-1%	?	8%	?	-9%	-7%	i
CCOC(=O)C1(CCOc2ccccc2)CCN(Cc2cccc(OC)c2)CC1	-20%	?	-3%	?	?	?	-23%	-21%	-8
Cc1ccc(N(C)/N=C/c2ccc(Cl)cc2Cl)nn1	9%	-7%	0%	4%	2%	-1%	1%	1%	-13
Cc1cc(C)c(C)c(S(=O)(=O)N2CCN(C(=O)C3CSC4(C)CCC(=O)N34)CC2)c1C (stereo not given)	4%	4%	1%	-4%	-6%	?	-9%	0%	-25
CCCCCCSc1cccc(-c2nc3cc(C)ccn3c2NCc2ccccc2)c1	-24%&0%	?	-17%&-4%	-6%	?	?	?	?	-84*!
C/C=C(/C)C(=O)Nc1cccc(C2=NOC3(C2)C[C@H](C(N)=O)N(C(=O)Cc2ccc([N+](=O)[O-])cc2)C3)c1 (stereo not given in full)	7%	-15%	5%	0%	29%	23%	9%	11%	-27
NS(=O)(=O)c1ccc(NC(=O)CSc2nnc(-c3ccc(O)cc3)o2)cc1	20%	1%	-6%	1%	12%	-11%	-5%	-12%	-4
CC(=O)Nc1cccc(-c2cn3ccc(C)cc3n2)c1	7%	-2%	-2%	-14%	-1%	0%	-4%	-6%	-7
CC1=C(C(=O)OCc2ccc(C)cc2)C(c2ccc(O)c([N+](=O)[O-])c2)NC(=O)N1 (stereo not given)	3%	?	-1%	-1%	-2%	-14%	12%	2%	22
CS(=O)(=O)N1CCN(C(=O)c2cc3ccccc3oc2=O)CC1	2%	-2%	3%	-11%	1%	18%	1%	16%	17
CN1CCN(c2ccc(C(CC(N)=O)NC(=O)Cc3ccc(Br)cc3)cc2[N+](=O)[O-])CC1 (stereo not given)	-3%	28%	-2%	-6%[9.22 µM]	-4%	0%	-2%	-3%	-8
COc1ccccc1C(=O)NC1CCSc2ccccc21 (stereo not given)	-9%	1%	1%	24%	0%	?	-15%	-12%	-19
COC(=O)N[C@@H]1C[C@H]2[C@@H]3CC[C@H]4C[C@@H](OC)CC[C@]4(C)[C@H]3CC[C@]12C	-12%	?	0%	-10%	1%	-5%	-3%	-7%	51
CC(C)c1ccc(S(=O)(=O)Nc2ccc3c(c2)OCO3)cc1	.	2%	-8%	-3%	-15%	0%	-16%	0%	-2

No enrichment for hits; 12% or so of the library scored in one or more.
